# SRC2 inh: human SRC2 (NCOA2) inhibition | Q15596 | HEK293 GAL4-SRC2 luciferase reporter, luminescence | inhibition, % at 9 µM | 370,000 compounds, 0.17% hits | AID 651957;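 active = inhibition above the mean inhibition of all tested compounds plus 3 SD, set per campaign, cut at about 52% in these data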;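 also: 0% = DMSO treated cells and 100% = cells given Gossypol at 36 µM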
# ABHD5 PLIN5 PPI: ABHD5-PLIN5 protein interaction inhibition. 360,000 compounds, 0.78% hits. Split G. princeps luciferase complementation, luminescence, 4 h. inhibition, % at 4 µM. Q00G26+Q8WTS1;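 active = inhibition above the mean inhibition across every tested compound plus 3 SD, cut at about 22% in these data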;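 also: 0% = DMSO only wells and the 100% control is not disclosed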
# TLR9-MyD88 block: TLR9-MyD88 interaction inhibition. 340,000 compounds, 0.21% hits. AID 504734. CHO BLA complementation TLR9-MyD88, CCF4 FRET ratio. inhibition, % at 4.98 µM;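 active = inhibition above the mean over all tested compounds plus 3 SD, cut at about 21% in these data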;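 also: 0% = DMSO only wells and 100% = clavulanate BLA inhibitor control wells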
# Cardio protect: modulators protecting cardiomyocytes from myocardial damage. H9c2 cardiomyocytes, H2O2 injury protection, ATPLite, 2 h. protection from H2O2 cell death, % at 20 µM. 360,000 compounds, 0.63% hits;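 active = compounds giving at least 50% protection of heart cells from peroxide-induced death in the single-dose screen, raw or plate-pattern-corrected value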;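 also: 0% = DMSO wells with peroxide and 100% = DMSO wells without peroxide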
# HTR2A ag: agonists of mouse serotonin 5-HT2A receptor (HTR2A) | 360,000 compounds, 0.66% hits | AID 624169 | CHO-K1 mHTR2A beta-arrestin complementation, luminescence; percent of 30 µM serotonin response | activation, % at 7.6 µM;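 active = activation above a run cutoff, the mean activation of all tested compounds plus 3 SD, cut at about 14% in these data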;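 also: 0% = plate median of compound wells and 100% = 30 µM serotonin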
# Target sequence (P35363 whole entry, looked up): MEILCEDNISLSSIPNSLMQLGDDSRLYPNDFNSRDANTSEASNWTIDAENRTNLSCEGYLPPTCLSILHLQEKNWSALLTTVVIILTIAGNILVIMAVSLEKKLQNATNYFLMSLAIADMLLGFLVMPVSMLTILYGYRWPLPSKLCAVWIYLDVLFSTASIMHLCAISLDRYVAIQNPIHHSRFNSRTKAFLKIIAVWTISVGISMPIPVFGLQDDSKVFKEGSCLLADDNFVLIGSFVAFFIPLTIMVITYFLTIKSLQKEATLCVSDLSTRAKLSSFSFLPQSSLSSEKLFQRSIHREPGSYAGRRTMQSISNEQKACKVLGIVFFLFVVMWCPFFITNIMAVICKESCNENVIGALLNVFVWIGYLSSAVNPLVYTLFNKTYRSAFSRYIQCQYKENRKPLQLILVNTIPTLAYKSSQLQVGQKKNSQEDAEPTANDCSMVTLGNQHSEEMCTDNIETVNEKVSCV
# MC4R ag barr: human MC4R agonism via beta-arrestin; 360,000 compounds, 0.98% hits; P32245; activation, % at 8.9 µM; U2OS MC4R beta-arrestin complementation, luminescence; percent of melanotan II response, DMSO zero;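 active = activation above a per-plate cutoff, the mean activation of sample wells on that plate plus 3 SD, cut at about 8% in these data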
# Target sequence (P32245 whole entry, looked up): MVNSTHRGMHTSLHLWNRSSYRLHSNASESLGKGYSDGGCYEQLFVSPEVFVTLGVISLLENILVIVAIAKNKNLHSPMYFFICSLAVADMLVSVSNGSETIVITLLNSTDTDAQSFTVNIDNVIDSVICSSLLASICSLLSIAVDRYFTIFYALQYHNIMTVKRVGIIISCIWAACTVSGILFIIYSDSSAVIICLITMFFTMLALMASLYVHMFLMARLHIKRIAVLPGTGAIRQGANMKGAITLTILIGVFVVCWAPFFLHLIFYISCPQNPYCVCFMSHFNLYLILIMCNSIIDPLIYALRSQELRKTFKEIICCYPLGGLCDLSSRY
# ABCB6 inh MLPCN: human ABCB6 transporter inhibition. K562-ABCB6 porphyrin accumulation, flow cytometry, 1 h; active compounds read low. fluorescence ratio to DMSO, % at 10 µM. 360,000 compounds, 0.19% hits. AID 602162;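 active = fluorescence ratio to DMSO below 75%, the collection mean minus 3 SD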;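 also: signal is porphyrin accumulated inside mitochondria; 100% equals median channel fluorescence of DMSO control wells; lower ratio means ABCB6 inhibition with less porphyrin fluorescence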
# MC4R antagonist: human MC4R antagonism in cAMP assay; MC4R-expressing cells, MTII-stimulated cAMP, LANCE TR-FRET; 360,000 compounds, 0.48% hits; P32245; inhibition, % at 6.5 µM;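 active = inhibition above its plate's cutoff, the mean of tested wells on that plate plus 3 SD, cut at about 29% in these data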;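 also: 0% = Melanotan II alone and 100% = Melanotan II plus saturating MCL0020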
#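 Assay system: U2OS cells stably expressing human melanocortin 4 receptor (MC4R) / Dosing: 6.5 µM / Timing: compound 30 min, challenge 1 h, detection 1 h / Measured by: Eu-cAMP/anti-cAMP TR-FRET, emission 671 nm / Replicates: singlicate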
# N-glyco inh: N-linked glycosylation inhibition; D54 ERlucT glycosylation luciferase reporter, 24 h; percent of 100 nM tunicamycin response; reporter increase, % at 12.5 µM; 360,000 compounds, 0.23% hits;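 active = mean luciferase reporter signal, scaled so untreated is 0 and the glycosylation-blocking control 100, at or above a set limit in every replicate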;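 also: luciferase carries N-glycosylation sites so blocking glycosylation raises the light; 0% = median of neutral control wells and 100% = median of 100 nM tunicamycin wells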
# NOD2 RIPK2 PPI: NOD2-RIPK2 protein interaction inhibition. O43353. CHO BLA complementation NOD2-RIPK2, CCF4 ratio. inhibition, % at 4.98 µM. 360,000 compounds, 0.38% hits; in the data active = inhibition above about 21%;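 also: 0% = vehicle only and 100% = reference blocker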
# An asterisk follows results filed as active; i = inactive; nt = no result given. A portion of the library, so the mix of outcomes need not match the whole.
SMILES,SRC2 inh,ABHD5 PLIN5 PPI,TLR9-MyD88 block,Cardio protect,HTR2A ag,MC4R ag barr,ABCB6 inh MLPCN,MC4R antagonist,N-glyco inh,NOD2 RIPK2 PPI
COc1ccc(Nc2nccc(-c3ccc([N+](=O)[O-])cc3)n2)cc1,-8,5,-5,2,-5,1.4,98,16,6,-6
Cc1ccnc(OC(C(=O)O)C(OCc2ccccc2)(c2ccc(F)cc2)c2ccc(F)cc2)n1 (configuration not stated),15,-3,-15,5,9,-1.3,98,7,0,6
Cc1cccn2c(CN[C@H]3CCCCNC3=O)c(C(=O)N3CCOCC3)nc12,3,1,1,1,13,-0.9,91,1,1,-8
OCCNCc1ccc(OC2CCCC2)cc1,5,-2,0,4,-2,-3.6,102,3,-4,-6
COc1ccc(CN2CCC(CNC(=O)NC3CCCCC3)CC2)cc1,-25,1,22*,1,1,-1.1,97,0,-1,2
COc1ccccc1OCCC(=O)OCC(=O)NCc1ccc(F)cc1,12,-2,-4,2,-6,-1.5,99,4,4,-6
Cc1ccccc1NC(=O)c1cc(S(=O)(=O)N2CCOCC2)cn1C,-3,-2,2,-20,3,0.2,96,-4,2,0
Cc1nn(Cc2ccc(Cl)cc2)c(=O)n1N(C)c1ncc(C(F)(F)F)cc1Cl,14,3,6,-2,-2,9.2*,94,3,13,10
COc1ncnc2c1ncn2CCCN1CCN(c2ncccn2)CC1,13,-7,-18,6,1,-2.3,105,6,-1,3
O=c1c2cn[nH]c2[nH]c(=S)n1-c1ccccc1,-2,-5,-4,8,1,-0.9,93,4,1,-8
Cc1cccc(C)c1N1C(=O)CC(N2CCSCC2)C1=O (configuration not stated),26,2,3,10,1,-1.9,92,16,-1,10
CCN(CC)c1ccc(C(=O)NNC(=O)C2CSC3(C)CCC(=O)N23)cc1 (configuration not stated),-2,-7,6,3,0,-1.1,96,-2,1,-10
CCOc1ccc(C2c3cc(OC)c(OC)cc3CC(=O)N2c2ccc(OC)cc2)cc1 (configuration not stated),6,-3,-7,4,-11,-0.3,94,-1,16,-5
Cc1ccc(-c2csc3ncnc(N4CCN(C(=O)c5ccco5)CC4)c23)cc1,9,5,-6,13,0,2.1,90,20,-7,2
COCCCN(C(=S)NC(=O)C(C)(C)C)c1c(N)n(Cc2ccccc2)c(=O)[nH]c1=O,-14,-4,-2,9,4,-1.5,100,3,2,-9
O=C(O)c1ccc(S(=O)(=O)Cc2ccccc2)cc1,-11,-2,5,0,0,-1.7,102,10,2,3
COc1ccc(Nc2nccc(OC)c2C#N)cc1,1,-5,-6,10,-3,-2.4,98,19,4,-3
O=C(c1ccncc1)N1CCN(S(=O)(=O)c2ccccc2F)CC1,8,-6,8,-2,0,-1.4,99,1,0,-16
CCOC(=O)c1c(N=CN(C)C)c2cc([N+](=O)[O-])cnc2n1C,-6,-5,2,-2,1,-1.5,97,10,1,0
Cc1ccc(F)cc1NC(=O)Cc1ncc(C(F)(F)F)cc1Cl,12,0,1,5,0,0.2,94,5,-1,-5
NC(=O)COc1ccc(Nc2nnc(-c3ccc(O)cc3)c3ccccc23)cc1,7,-1,2,10,0,-2.3,96,26,1,-10
CC1=C(C(=O)Nc2ccc(C(=O)N3CCN(c4cccc(Cl)c4)CC3)cc2)SCCO1,4,16,-5,2,7,-0.7,107,1,-1,1
O=C(Nc1ccc2c(c1)ncn2C1CCCCC1)c1ccco1,-24,3,-2,0,-5,-2.4,97,6,0,4
COc1ccc(-c2ccc(C(C)=O)cc2)cc1[C@H]1[C@@H]2C=CCC[C@@]2(C)C(=O)N1Cc1ccccc1,-9,3,-1,-5,0,-2.0,95,1,-8,-9
Brc1ccc(NCc2nnc3n2CCCCC3)cc1,1,-3,-12,0,-7,2.3,103,9,1,-12

# 3 entries already listed, sorted by length of the SMILES, lowest first.
SMILES,SRC2 inh,ABHD5 PLIN5 PPI,TLR9-MyD88 block,Cardio protect,HTR2A ag,MC4R ag barr,ABCB6 inh MLPCN,MC4R antagonist,N-glyco inh,NOD2 RIPK2 PPI
OCCNCc1ccc(OC2CCCC2)cc1,5,-2,0,4,-2,-3.6,102,3,-4,-6
Cc1ccc(F)cc1NC(=O)Cc1ncc(C(F)(F)F)cc1Cl,12,0,1,5,0,0.2,94,5,-1,-5
CCOC(=O)c1c(N=CN(C)C)c2cc([N+](=O)[O-])cnc2n1C,-6,-5,2,-2,1,-1.5,97,10,1,0

# New compounds follow.
SMILES,SRC2 inh,ABHD5 PLIN5 PPI,TLR9-MyD88 block,Cardio protect,HTR2A ag,MC4R ag barr,ABCB6 inh MLPCN,MC4R antagonist,N-glyco inh,NOD2 RIPK2 PPI
Cc1ccc(S(=O)(=O)NC2(C(F)(F)F)NC(=O)N(CCc3ccccc3)C2=O)cc1 (configuration not stated),-17,-6,1,2,-2,-1.9,87,2,0,8
CC(C)C(NC(=O)c1cccs1)c1nnc(SCC(=O)Nc2nccs2)n1C (configuration not stated),-3,7,-1,12,-5,-0.6,96,-6,-1,-6
S=C(NCc1cccnc1)Nc1ccc2c(c1)OCO2,8,-2,-4,4,2,-2.7,98,2,1,-8
O=C(NCc1ccccc1F)C1CCCN1C(=O)Nc1ccc(Cl)cc1 (configuration not stated),-3,-6,8,4,9,0.0,99,16,0,-1
Cc1nn2c(N3CCOCC3)cc(C(C)(C)C)nc2c1-c1ccccc1,-22,-3,1,-8,-5,-0.2,99,2,-4,-1
COc1cccc(NC(=O)c2ccc(NCCCN3CCC(C)CC3)c([N+](=O)[O-])c2)c1,-20,2,5,-14,-7,-2.5,93,-11,-3,8
COc1ccc(CCN2CC(C(=O)NCc3nc4ccccc4n3C)CCC2=O)cc1 (configuration not stated),-21,3,-2,8,2,-0.4,101,2,4,3
CC(C)CCNC(=O)NC(=O)COC(=O)/C=C/c1cccc([N+](=O)[O-])c1,14,-5,1,-12,-5,0.7,i,-5,1,11
CC(C)COP(=O)(c1ccc(N(C)C)cc1)C(O)c1ccccn1 (configuration not stated),2,-1,-4,-7,6,-1.2,98,-1,1,-1
Cc1cc(C)cc(Oc2ccccc2C=O)c1,-4,1,7,-12,8,-2.0,92,-24,10,3
Cc1cc(=O)oc2c(C)c(OC(C)C(=O)Nc3ccc(N4CCC(C)CC4)cc3)ccc12 (configuration not stated),-25,3,-26,-5,2,-1.6,105,16,-3,-19
COC(=O)c1ccc(Oc2c(C)oc3cc(OCc4cnn(-c5ccccc5)c4)ccc3c2=O)cc1,-23,-4,2,-16,-3,1.1,99,-5,0,-9
CCOC(=O)C1CCCN(S(=O)(=O)c2ccc(S(=O)(=O)N(CC)CC)cc2)C1 (configuration not stated),17,-1,-17,-24,4,-3.6,95,5,-7,0
NS(=O)(=O)c1cccc(C(=O)N2CCCc3ccccc32)c1,-24,-2,-1,-2,-8,-1.9,87,13,-1,-3
CN1CCN(S(=O)(=O)c2ccc(NCc3ccc4c(c3)OCO4)nc2)CC1,16,4,2,7,-2,-0.4,99,22,1,8
CC(=O)Nc1ccc(S(=O)(=O)NCc2ccc(C)n2C)cc1,2,5,-2,1,7,-1.3,99,14,0,12
CCOC(=O)N1CCN(C(=O)CCNS(=O)(=O)c2ccccc2)CC1,-38,-4,-14,8,-2,-1.9,98,4,2,-17
COCCN(C(=O)c1cccc(N2C(=O)CCC2=O)c1)c1nc(-c2ccc([N+](=O)[O-])cc2)cs1,5,-9,2,-3,-4,-1.7,91,-1,-4,2
COc1ccccc1CCc1nnc(CCC(=O)NC(C)Cc2cccs2)o1 (configuration not stated),4,2,0,1,5,-2.4,100,8,0,-8
Cc1cc(C)n2nc(S(=O)(=O)N(C)Cc3ccccc3)nc2n1,9,-1,2,-9,-1,-0.1,99,-1,0,2
Cc1nn(-c2ccccc2)c(C)c1C(=O)Nc1nnc(-c2ccco2)o1,-1,-4,-7,4,-1,-2.2,97,-2,1,-3
COc1ccc(Cl)cc1S(=O)(=O)NC1CC(C)(C)NC(C)(C)C1,-31,-5,-3,-1,5,2.1,100,20,3,-5
Cc1c(NC(=S)NC(=O)COc2ccccc2)c(=O)n(-c2ccccc2)n1C,4,0,-1,0,1,-4.5,95,1,2,-5
CC(=O)NC(Cc1ccc(F)c(F)c1)C(=O)NC1CCN(C(=O)c2ccc(C)cc2)CC1 (configuration not stated),-23,-6,-9,1,-5,0.4,103,6,0,-4
CC(OC(=O)c1ccc(CN2CCCC2=O)cc1)C(=O)Nc1ccc(Cl)cc1 (configuration not stated),1,2,5,-8,-5,2.1,87,0,-2,-2

# Following part
SMILES,SRC2 inh,ABHD5 PLIN5 PPI,TLR9-MyD88 block,Cardio protect,HTR2A ag,MC4R ag barr,ABCB6 inh MLPCN,MC4R antagonist,N-glyco inh,NOD2 RIPK2 PPI
C[C@@H](NC(=O)[C@H]1O[C@@H](n2cnc3c(N)ncnc32)[C@H](O)[C@@H]1O)c1cccc2ccccc12,5,-10,nt,1,-3,nt,97,nt,-1,-2
O=C(N/C(=C/c1ccco1)C(=O)N1CCCC1)c1cccs1,18,2,1,9,-1,0.2,95,14,-1,-4
COc1ccc(-c2cc3nc(C)n(N)c(=O)c3s2)cc1,71*,-4,1,-16,-4,-1.7,95,2,-20,-2
Cc1cc(OCC(=O)C(C)(C)C)c2c(-c3ccccc3)cc(=O)oc2c1,-3,-4,-3,2,3,-0.4,91,9,-1,8
CS(=O)(=O)Nc1cccc(NC(=O)C2Cc3c(-c4ccco4)ccnc3O2)c1 (configuration not stated),13,-7,nt,2,-11,0.3,98,-3,0,4
Cc1ccc(S(=O)(=O)N2CCN3CCCC3C2)cc1 (configuration not stated),-28,14,-2,3,-1,-0.8,90,1,-1,-2
CC(C)CC(C(=O)N1CCOCC1)N1Cc2ccccc2C1=O (configuration not stated),2,4,6,3,1,-1.4,95,4,-4,4
CC(O)Cc1cn([C@@H](CCCCN)C(=O)N2CCNCC2)nn1 (some centres not stated),-7,-1,4,1,4,-0.1,98,8,2,-4
Cc1ccc(Nc2nc(N)c([N+](=O)[O-])c(N3CCOCC3)n2)cc1,-19,-5,-1,-4,-5,-1.3,98,5,3,1
Cc1ccc(OCc2cc(C(=O)NCC(C)c3ccccc3)no2)cc1C (configuration not stated),3,-12,6,-8,-5,0.3,99,13,1,1
C[C@@H](C(=O)NCC1CC1)[C@@H]1C[C@@]1(C)[C@@H](NC(=O)OCc1ccccc1)c1ccccc1,-3,2,1,1,0,-0.2,96,9,2,-10
O=C(CN1C(=O)c2ccccc2C1=O)Nc1nccs1,16,-4,5,5,12,-0.4,100,3,2,1
O=C(CNC(=O)C1CCCCC1)OCC(=O)c1ccc(F)cc1,7,12,1,13,-7,-0.5,92,12,1,0
O=S(=O)(NCc1ccccn1)c1cc(OCC(F)(F)F)ccc1OCC(F)(F)F,-19,-4,9,-5,-4,-2.8,101,4,-2,2
O=C(NNc1c2ccccc2nc2ccccc12)c1ccccc1O,1,26*,-3,14,-8,-5.2,94,-9,5,1
COc1ccccc1CCNC(=O)C(=O)NCC1OCCN1S(=O)(=O)c1ccc(OC)c(OC)c1 (configuration not stated),-26,-4,-3,-3,10,1.0,95,0,-1,-1
